Assay outcomes (PubChem BioAssay)
UPR XBP1 act: activators of adaptive arm of unfolded protein response (XBP1). CHO-XBP1 luciferase reporter, IRE1-XBP1 UPR activation, luminescence; percent of tunicamycin response, DMSO as zero. activation, % at 20 µM. 0.33% of 330,000 active;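 active = versus positive control, 20 µM dose yields 30% or more activation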;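 note: 100% = tunicamycin at 10 µg/mL and 0% = DMSO only wells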
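Material – CHO cell line with stable XBP1 luciferase reporter · Buffer or medium – F12 plus 10% FBS · Compound – single point, 20 µM final compound, 1% DMSO · Schedule – 16-18 h cell attachment at 37 °C, then 6 h compound exposure · Signal – Steady-Glo luminescence read · Benchmarks – high control tunicamycin 10 µg/mL final, low control DMSO vehicle only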
tim10-1 inh: growth inhibitors of tim10-1 mutant yeast | S. cerevisiae tim10-1 ts strain growth, BacTiter-Glo, 24 h | 2.2% of 330,000 active | inhibition, % at 20 µM;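 active = inhibition of at least 40%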;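 note: mutant grown at 25 °C; 0% = DMSO wells with yeast and 100% = wells holding no yeast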
Mdm2 MdmX PPI: human Mdm2/MdmX binding inhibition | O15151+Q00987 | 3% of 330,000 active | inhibition, % at 8 µM | SaOS-2 split-luciferase Mdm2/MdmX complementation, luminescence;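 active = inhibition of at least 50% at 8 µM in the primary screen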
Target sequence (O15151 whole entry, looked up): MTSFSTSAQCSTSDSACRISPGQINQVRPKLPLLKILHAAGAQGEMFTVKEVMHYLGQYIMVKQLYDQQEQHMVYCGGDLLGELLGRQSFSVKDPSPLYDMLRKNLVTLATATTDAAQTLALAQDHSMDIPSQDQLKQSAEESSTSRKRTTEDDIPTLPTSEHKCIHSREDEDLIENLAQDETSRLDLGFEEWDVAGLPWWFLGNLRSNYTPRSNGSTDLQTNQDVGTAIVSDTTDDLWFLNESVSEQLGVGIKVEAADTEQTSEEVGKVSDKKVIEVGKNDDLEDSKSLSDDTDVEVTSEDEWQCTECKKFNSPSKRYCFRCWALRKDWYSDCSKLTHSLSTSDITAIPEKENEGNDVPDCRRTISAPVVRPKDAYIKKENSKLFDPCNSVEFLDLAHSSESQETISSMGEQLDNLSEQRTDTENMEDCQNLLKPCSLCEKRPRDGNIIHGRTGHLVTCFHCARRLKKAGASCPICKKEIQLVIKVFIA
Target sequence (Q00987 whole entry, looked up): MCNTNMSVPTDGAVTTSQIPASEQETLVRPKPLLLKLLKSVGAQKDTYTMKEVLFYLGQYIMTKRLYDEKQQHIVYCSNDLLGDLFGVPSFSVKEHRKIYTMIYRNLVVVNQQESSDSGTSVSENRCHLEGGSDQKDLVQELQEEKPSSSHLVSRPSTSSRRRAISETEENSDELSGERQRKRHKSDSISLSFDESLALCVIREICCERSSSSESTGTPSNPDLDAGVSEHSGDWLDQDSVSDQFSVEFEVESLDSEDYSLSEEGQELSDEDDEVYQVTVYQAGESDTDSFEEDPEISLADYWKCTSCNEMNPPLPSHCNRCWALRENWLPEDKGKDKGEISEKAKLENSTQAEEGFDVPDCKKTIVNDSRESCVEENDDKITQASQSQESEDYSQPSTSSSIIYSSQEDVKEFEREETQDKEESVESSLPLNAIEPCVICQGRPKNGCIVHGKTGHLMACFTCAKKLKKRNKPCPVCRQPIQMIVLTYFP
APJ antagonist: blocks the human apelin receptor APJ; CHO-K1 APJ beta-arrestin complementation, luminescence; P35414; AID 2521; inhibition, % at 20 µM; 0.32% of 330,000 active;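 active = inhibition above about 40% at 20 µM, limit read from the data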;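 note: cells challenged with 10 nM apelin-13 agonist together with compound; plate controls were apelin-13 plus DMSO wells for no effect and DMSO wells lacking apelin-13 for full effect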
UPR CHOP act: activators of apoptotic arm of unfolded protein response (CHOP) | CHO-CHOP luciferase reporter, UPR activation, luminescence; percent of tunicamycin response over DMSO baseline | activation, % at 10 µM | 0.34% of 330,000 active;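 active = at 10 µM dose, activation of 40% or more, normalized to positive control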;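 note: 100% = tunicamycin at 10 µg/mL and 0% = DMSO alone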
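Material: CHO-CHOP cells, stable luciferase reporter of PERK-eIF2a-CHOP signalling; quantity: 500 reporter cells seeded per well; buffer or medium: F12 medium containing 10% fetal bovine serum; compound: one dose, 10 µM in 0.5% DMSO; incubation: 6 h compound treatment, 37 °C; measured by: Steady-Glo luciferase luminescence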
CXCR6 inh: inhibitors of human CXCR6 receptor; O00574; CHO-K1 PathHunter CXCR6 beta-arrestin, luminescence; inhibition, % at 20 µM; 0.36% of 360,000 active; in the data active = inhibition above about 34%, passing the limit was not always enough;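 note: antagonist mode with CXCL16 agonist at 10 nM final; 0% = 10 nM CXCL16 with DMSO and 100% = unstimulated wells without agonist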
APJ ag: activates the human apelin receptor APJ. P35414. CHO-K1 APJ PathHunter beta-arrestin, luminescence; 0% DMSO wells, 100% apelin. activation, % at 20 µM. 0.11% of 330,000 active;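 active = activation more than six SD over the plate average, tested at 20 µM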;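 note: 0% = DMSO alone and 100% = apelin-13 at 10 nM; some results filed as inactive read as strong as hits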
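Assay system: engineered CHO-K1 APJ arrestin reporter cells; Amount: 1000 CHO-K1 reporter cells seeded per well; Dosing: one dose, 20 µM compound, 1% DMSO; Times: compound stimulation 90 min at 25 °C, detection 60 min; Measured by: luminescent beta-gal fragment complementation, chemiluminescent substrate; Read-out: APJ–arrestin association signal; Controls: DMSO vs Apelin-13 10 nM.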
TIM10 inh: inhibits growth of TIM10 yeast strain; S. cerevisiae TIM10 strain growth, BacTiter-Glo luminescence, 24 h; inhibition, % at 10 µM; 1.4% of 330,000 active; AID 463195;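 active = inhibition of 40% or more at the single tested concentration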;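 note: wild-type TIM10 isogenic control strain grown at permissive 25 °C; 0% = DMSO yeast wells and 100% = minimal medium wells without yeast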
tim23-1 inh: tim23-1 yeast growth inhibition. S. cerevisiae tim23-1 growth, BacTiter-Glo luminescence, 24 h. inhibition, % at 20 µM. 1.3% of 330,000 active. AID 463212;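 active = growth inhibition of the mutant yeast at or above 50%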;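 note: temperature-sensitive mutant grown at 25 °C; plate controls were DMSO-treated mutant yeast for no effect and medium wells lacking yeast for full effect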
Numbers without * were called inactive; . = no result given. Some of the compounds tested; rates above refer to the full screens.

SMILES	UPR XBP1 act	Mdm2 MdmX PPI	tim10-1 inh	TIM10 inh	APJ antagonist	UPR CHOP act	tim23-1 inh	APJ ag	CXCR6 inh
CCCS(=O)(=O)N1CCCC(C(=O)NCCc2cccc(C)c2)C1 (stereo not drawn)	-5.5	12.9	13.3	-7.1	11.6	-0.7	5.2	-5.6	-0.7
CCOc1ccccc1NC(=O)CCN1CCN(S(=O)(=O)c2ccc(Br)cc2)CC1	-0.9	11.1	-1.3	-1.4	18.5	1.6	-9.9	-5.4	-4.7
CN1CCC(N(C)C(=O)c2sc3cc(F)ccc3c2Cl)CC1	1.0	20.7	8.9	8.9	-2.3	0.3	-6.0	-2.5	-0.3
O=C(COC(=O)/C=C/C(=O)OCC(=O)NC12CC3CC(CC(C3)C1)C2)NC12CC3CC(CC(C3)C1)C2	3.0	93.5*	55.5*	45.1*	35.5	31.8	36.2	-1.0	8.0
CCOc1cc(/C=C2/SC(=O)N(CC(=O)N3CCc4ccccc4C3)C2=O)ccc1OCC(=O)O	-3.9	7.8	10.2	-0.3	10.4	2.4	2.2	0.6	3.7
COc1ccc(C(=O)C2CCCN(C(=O)c3cccnc3OC)C2)cc1F (stereo not drawn)	-1.5	-11.2	-10.4	8.0	-14.9	-0.7	6.2	1.5	-3.8
COc1cc(/C=N/c2oc(-c3ccccc3)cc2C#N)ccc1O	0.4	-7.7	33.7	26.1	11.8	1.4	7.4	-5.1	4.2
CCOC(=O)COc1ccc(C2CC(C)=NN2c2ccccc2)cc1 (stereo not drawn)	-4.6	-6.4	19.3	6.5	6.3	-1.0	15.6	1.4	5.1
COc1ccccc1C(C)NC(=O)c1ccc(S(=O)(=O)NCc2ccco2)cc1 (stereo not drawn)	-0.7	10.5	-3.5	-6.5	-1.4	-0.2	5.0	-1.7	3.1
O=C(c1ccc(F)cc1)C1CCN(C(=O)NCc2ccccc2)CC1	-1.1	25.4	-2.3	-2.0	1.2	0.1	5.7	-6.0	-4.0
O=C(CC1NCCc2ccccc21)Nc1ccc(Cl)cc1 (stereo not drawn)	-3.9	11.1	1.7	3.0	-0.4	-0.7	5.4	-2.5	-4.5
COC(=O)c1ccc(NC(=O)c2nc(S(=O)(=O)Cc3cccc(C)c3)ncc2Cl)cc1	-10.9	76.4*	31.9	1.0	34.2	94.9*	68.9*	-11.2	65.8*
CCCOc1ccc(-c2c(=O)n(O)c3ccccc3[n+]2[O-])cc1	0.1	10.2	16.0	24.6	21.8	7.4	36.7	0.0	-3.8
Brc1cnc(N2CCCCC2)nc1N1CCOCC1	-1.0	16.7	-4.7	-1.4	-9.8	-0.1	9.5	2.9	-6.6
C/C(=N\NC(=O)c1ccccc1C)c1cccc([N+](=O)[O-])c1	3.1	18.6	6.0	1.6	15.7	-1.2	16.7	-6.6	-8.7
Cc1noc(C)c1COc1ccc(C(=O)OCC(=O)N2CC3(C)CC2CC(C)(C)C3)cc1 (stereo not drawn)	-2.0	21.9	36.6	43.6*	15.9	0.5	34.8	-2.4	2.2
Cc1ccc(/C=C2\SC(=S)N(CC3CCCO3)C2=O)o1 (stereo not drawn)	-1.5	-1.4	31.6	10.5	-36.3	1.0	23.6	10.7	7.9
O=C(c1ccc(N2CCCC2=O)cc1)N1CCN(c2ccc(Cl)cc2)CC1	-3.9	13.9	2.7	12.7	4.7	1.4	1.9	2.3	1.7
COCn1c(-c2ccccc2)nc2ccccc21	1.9	20.1	4.7	-5.7	17.8	-0.3	1.5	-3.6	-2.7
COc1ccc(S(=O)(=O)N2CCCC2CNC(=O)C(=O)NC2CC2)cc1 (stereo not drawn)	3.9	5.3	3.6	0.0	5.6	-0.2	11.9	-2.0	-6.6
O=C(N/N=C/c1sc(N2CCOCC2)nc1-c1ccccc1)c1ccccc1Cl	-5.7	-3.0	11.9	18.4	-11.8	1.1	11.9	-2.7	5.8
Cc1ccc(NC(=O)CSc2nc(N)cc(=O)[nH]2)cc1S(=O)(=O)N1CCOCC1	-3.5	-1.2	7.3	5.4	-7.0	-0.8	11.8	-7.7	-5.9
Cc1ccc(Cn2nnc3c(=O)[nH]c(C4CCCN(S(=O)(=O)c5ccccc5)C4)nc32)cc1 (stereo not drawn)	-0.5	10.8	5.0	-2.4	4.2	0.1	17.8	1.3	0.9
CCc1nnc(NC(=O)CSc2nc3cccnc3n2C2CCCCC2)s1	-1.6	15.4	26.3	16.4	-0.4	0.8	44.1	52.9*	10.3
Cc1nn(-c2ccccn2)c2c1C(c1ccsc1)C1=C(CCCC1=O)N2 (stereo not drawn)	4.5	10.4	26.3	33.3	1.5	-2.2	45.1	-3.7	-1.3
Cc1ccc(S(=O)(=O)N(C)C)cc1NC(=O)C(C)OC(=O)C1CCCCC1 (stereo not drawn)	-1.2	8.8	6.2	6.3	3.7	-1.2	9.9	-0.8	0.9
Cc1ccc2c(c1)-c1c(ssc1=S)C(C)(C)N2C(=O)CSC1=NCCS1	-2.1	36.0	43.4*	28.7	6.0	1.5	33.5	-1.6	20.1
C=CCn1c(-c2ccc(OC)cc2)nc2ccccc21	-2.5	-14.5	1.6	-6.2	15.3	4.7	-27.4	-3.9	11.6
Cc1ccc(Nc2ccc([N+](=O)[O-])cn2)cc1Cl	-2.5	-13.3	26.9	12.0	11.5	3.3	18.1	-0.9	3.1
CC(C)N(C(=O)[C@H]1C[C@H](CC(=O)NCCCN(C)C)C(=O)N2CCc3c([nH]c4cc(CCC(=O)N(C)C)ccc34)[C@]12C)C(C)C	1.3	11.6	1.3	-9.4	.	2.0	18.5	.	-1.9
CN(C)S(=O)(=O)c1ccc(NC(=O)c2ccc(Br)o2)cc1	0.3	-20.7	30.2	14.3	6.2	1.7	35.4	-4.5	-9.5
CN(C)c1ccc(C(=O)c2ccccc2)cc1	2.7	-11.8	10.8	5.3	-13.9	4.5	-0.4	-4.3	2.3
CCOC(=O)C[n+]1ccc2c([nH]c3ccccc32)c1C	-2.4	14.1	-4.6	-2.2	5.0	-0.7	-4.3	-0.5	-9.5
COc1cccc(-c2nnc(NC(=O)c3cccs3)s2)c1	0.7	-51.6	-9.8	8.7	4.2	1.6	-3.4	-0.9	0.5
COc1ccc(C2Nc3ccccc3C(=O)N2c2ccc(F)cc2)cc1Cn1nnc2ccccc21 (stereo not drawn)	-0.9	-24.4	11.8	12.2	19.5	0.8	17.5	-1.8	4.9
O=C(CSc1nnc(-c2ccncc2)n1-c1ccc(F)cc1)NNC(=O)c1cccc(O)c1	0.1	12.9	17.2	-20.1	-1.2	2.2	0.0	-1.0	9.0
CCOC(=O)c1sc2nc(C)nc(SCC(=O)NC3CCS(=O)(=O)C3)c2c1C (stereo not drawn)	-3.5	7.6	10.6	-11.5	-20.3	0.6	5.4	-3.5	-2.1
COc1cccc(-c2ccc3ncnc(NCc4ccc5c(c4)OCO5)c3c2)c1	1.8	74.2*	16.9	-0.3	0.6	-3.9	17.5	-0.8	-2.8
COc1ccc([C@H]2CC(=O)C=C(c3ccc(Cl)cc3C)C2)cc1	-1.6	34.7	22.0	2.9	0.9	1.3	41.1	-2.0	-10.0
COc1ccc(-n2ncc3c2CC(C)(C)CC3NC(=O)CCc2c(C)nn(C)c2C)cc1 (stereo not drawn)	-3.7	4.9	14.8	7.4	-10.4	0.9	8.1	-1.6	9.3
COCCn1c(SCC(=O)Nc2cccc(S(N)(=O)=O)c2)nc2cc(Cl)ccc2c1=O	-1.3	0.3	2.8	13.8	3.2	-0.1	4.2	-0.8	-4.2
CC(=O)c1c(N2CCN(Cc3ccccc3)CC2)[nH]c(-c2ccccc2)nc1=S	-0.1	11.4	21.0	26.9	2.0	-0.9	30.0	-4.5	10.3
O=C(CC1SC(=Nc2ccc(OC(F)F)cc2)N(CCC2=CCCCC2)C1=O)Nc1ccccc1F (stereo not drawn)	-0.8	24.3	15.5	3.4	-6.1	7.3	-7.8	-1.4	-2.9
CCC(=O)N1c2ccc(S(=O)(=O)NCc3ccccc3)cc2CC1C (stereo not drawn)	-3.5	27.5	29.2	-2.7	3.2	-0.3	21.2	-3.2	5.0
COc1ccc(NC(=O)CCC(=O)N(Cc2ccc(OC)c(OC)c2)c2nccs2)c(OC)c1	-1.6	-5.5	10.6	20.7	-5.3	-0.2	-6.5	-3.1	-2.5

Three structures out of the list, ordered by formula weight, ascending:
SMILES	UPR XBP1 act	Mdm2 MdmX PPI	tim10-1 inh	TIM10 inh	APJ antagonist	UPR CHOP act	tim23-1 inh	APJ ag	CXCR6 inh
COc1ccc(-n2ncc3c2CC(C)(C)CC3NC(=O)CCc2c(C)nn(C)c2C)cc1 (stereo not drawn)	-3.7	4.9	14.8	7.4	-10.4	0.9	8.1	-1.6	9.3
COCCn1c(SCC(=O)Nc2cccc(S(N)(=O)=O)c2)nc2cc(Cl)ccc2c1=O	-1.3	0.3	2.8	13.8	3.2	-0.1	4.2	-0.8	-4.2
O=C(CC1SC(=Nc2ccc(OC(F)F)cc2)N(CCC2=CCCCC2)C1=O)Nc1ccccc1F (stereo not drawn)	-0.8	24.3	15.5	3.4	-6.1	7.3	-7.8	-1.4	-2.9

The list goes on.
SMILES	UPR XBP1 act	Mdm2 MdmX PPI	tim10-1 inh	TIM10 inh	APJ antagonist	UPR CHOP act	tim23-1 inh	APJ ag	CXCR6 inh
N#CCC(=O)Nc1ccc(C(=O)OCC(=O)C23CC4CC(CC(C4)C2)C3)cc1	1.3	-1.2	26.0	32.9	-5.9	1.2	31.1	7.7	0.8
Cc1ncc([N+](=O)[O-])n1CC(=O)Nc1ccccc1F	-1.4	11.3	-11.8	-2.4	19.5	-1.0	11.3	-4.9	0.6
CCC(=O)N1CCc2cc(S(=O)(=O)CCC(=O)NCc3ccco3)ccc21	-0.5	6.7	2.1	12.8	5.8	-0.7	-5.6	4.0	3.2
CC(=O)Nc1ccc(N2C(=O)CC(N3CCSCC3)C2=O)cc1 (stereo not drawn)	-2.2	7.4	5.3	-0.5	-1.4	-1.3	0.6	-3.5	-5.2
O=C(COC(=O)CN1C(=O)C2CCCCC2C1=O)Nc1c(Cl)cccc1Cl (stereo not drawn)	1.5	-8.3	-1.4	4.4	3.1	0.5	7.2	-3.1	-7.8
CC(C)c1ccc(N2CCN(C(=O)c3ccccc3NC(=O)/C=C\C(=O)O)CC2)cc1	-5.3	23.1	-3.8	8.5	7.9	0.9	8.6	-2.8	1.4
O=P(Cc1ccncc1)(c1ccccc1)c1ccccc1	-5.2	22.3	-11.3	-0.2	7.5	-1.7	-6.5	-1.6	6.7
CCOC(=O)C1CCN(C(=O)c2c(C)oc3c2C(=O)c2ccccc2C3=O)CC1	0.1	57.9*	48.2*	32.9	-190.8	-1.4	50.8*	10.2	-9.3
CCCn1c(SCC(=O)NNC(=O)c2ccc(C)cc2)nnc1C(C)C	4.7	-10.9	4.7	-16.6	-29.5	-1.7	12.5	-0.7	-1.1
